Screening data as filed in PubChem.
Cycloheximide cs = affects cycloheximide protein synthesis inhibition readout, counter-screen; max response, %; actives 12% (n = 300,000); cell reporter, cycloheximide protein synthesis inhibition counterscreen; AID 2314; in the data active means max response mostly above about 13%, no sharp cut-off; inactive means mostly below about 14%; further: read at 38.3 µM for the half of the compounds with a filed dose; 0% is about no effect
TbPYK inhibitor = blocks Trypanosoma brucei pyruvate kinase. Q57TT1. TbPYK enzyme, Kinase-Glo Plus ATP luminescence, 45 min. Potency, µM (titrated, usually from 76.8 µM), inactives show at the top dose activity, negative = inhibition, usual class: inhibitors. actives 0.12% (n = 410,000). AID 624173; further: potency means the concentration at half of the fitted maximal effect; on the % scale 0 is the no-effect control and ±100 the full control effect; nearly all actives have a fitted effect of over 50% in size
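Luminescence from Kinase-Glo Plus, added after a 45-minute room-temperature reaction, served as the end-point read-out. The enzyme and substrate were preincubated with compound before ADP (130 uM final) initiated turnover. Concentration-effect curves came from normalized qHTS data.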
Shiga toxin inh = Shiga toxin inhibition; AID 2315; actives 9.2% (n = 290,000); inhibition, % at 38.7 µM; Vero cells, Shiga toxin protein synthesis inhibition reporter; in the data active means inhibition mostly above about 28%, no sharp cut-off; inactive means mostly below about 43%; further: 0% is about no effect
LmPK inh = blocks Leishmania mexicana pyruvate kinase activity; purified LmPK, Kinase-Glo ATP luminescence, 1 h; AID 1721; Potency, µM (titrated, usually from 57.5 µM), for the others: at the top dose activity change, negative = inhibition, most hits filed as inhibitors; actives 0.37% (n = 290,000); further: potency means the concentration at half of the fitted maximal effect; on the % scale 0 is the no-effect control and ±100 the full control effect
Target sequence (Q27686 whole entry, looked up): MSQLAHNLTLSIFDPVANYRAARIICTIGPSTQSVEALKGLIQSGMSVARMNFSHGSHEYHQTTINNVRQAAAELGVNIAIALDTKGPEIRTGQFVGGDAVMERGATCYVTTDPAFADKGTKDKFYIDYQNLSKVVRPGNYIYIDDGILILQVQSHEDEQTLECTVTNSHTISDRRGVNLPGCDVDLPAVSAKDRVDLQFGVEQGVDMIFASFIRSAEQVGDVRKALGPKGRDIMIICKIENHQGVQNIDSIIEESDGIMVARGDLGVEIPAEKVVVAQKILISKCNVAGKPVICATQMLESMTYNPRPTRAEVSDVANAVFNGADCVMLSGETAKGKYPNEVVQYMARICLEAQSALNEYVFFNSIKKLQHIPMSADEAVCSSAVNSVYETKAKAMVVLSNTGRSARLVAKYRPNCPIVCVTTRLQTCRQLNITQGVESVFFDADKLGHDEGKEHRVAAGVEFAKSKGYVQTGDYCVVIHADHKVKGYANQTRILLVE
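In 50 mM imidazole pH 7.2 with 7 mM MgCl2, LmPK (0.1 nM) turned over PEP (0.5 mM) and ADP (0.1 mM) for 1 h at room temperature. Luciferase read-out of ATP.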
Pf growth 48h = inhibits P. falciparum growth in the first generation, 48 h; P. falciparum luciferase growth in erythrocytes, 48 h; Potency, µM (doses to about 28.7 µM), for inactives: top-dose activity change, negative = inhibition, usual class: inhibitors; actives 5.9% (n = 310,000); AID 504832; further: potency means the concentration at half of the fitted maximal effect; on the % scale 0 is the no-effect control and ±100 the full control effect
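Cell-based growth assay: transgenic P. falciparum expressing firefly luciferase, cultured in red cells within RPMI 1640 containing 0.5% w/v Albumax, 24 mM bicarbonate and gentamycin. A drop in luciferase activity indicates inhibition.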
Pf growth 96h = P. falciparum growth inhibition at 96 hour, primary screen for plastid delayed-death inhibitors | actives 6.9% (n = 320,000) | Potency, µM (series often up to 28.7 µM), without a hit: at the top dose activity change, negative = inhibition, hits mostly inhibitors | P. falciparum luciferase reporter growth, 96 h; further: potency means the concentration at half of the fitted maximal effect; on the % scale 0 is the no-effect control and ±100 the full control effect
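Parasite growth measured via integrated firefly luciferase reporter in P. falciparum. Infected erythrocytes at 2% hematocrit, 0.05% parasitemia final were treated 96 hours at 37 C under 5% CO2, and luminescence was read.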
AmpC no deterg = AmpC beta-lactamase inhibition without detergent; P00811; AmpC nitrocefin hydrolysis, absorbance 480 nm, 0.0001% Triton; Potency, µM (top dose mostly 57.1 µM), without a hit: at the top dose activity change, negative = inhibition, hits mostly inhibitors; actives 0.52% (n = 330,000); AID 485341;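 further: potency means the concentration at half of the fitted maximal effect; plate controls were no compound for no effect and no enzyme for full effect; nearly all actives have a fitted effect of over 20% in size; some results filed as inactive show a strong effect at the top dose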
Target sequence (P00811 whole entry, looked up): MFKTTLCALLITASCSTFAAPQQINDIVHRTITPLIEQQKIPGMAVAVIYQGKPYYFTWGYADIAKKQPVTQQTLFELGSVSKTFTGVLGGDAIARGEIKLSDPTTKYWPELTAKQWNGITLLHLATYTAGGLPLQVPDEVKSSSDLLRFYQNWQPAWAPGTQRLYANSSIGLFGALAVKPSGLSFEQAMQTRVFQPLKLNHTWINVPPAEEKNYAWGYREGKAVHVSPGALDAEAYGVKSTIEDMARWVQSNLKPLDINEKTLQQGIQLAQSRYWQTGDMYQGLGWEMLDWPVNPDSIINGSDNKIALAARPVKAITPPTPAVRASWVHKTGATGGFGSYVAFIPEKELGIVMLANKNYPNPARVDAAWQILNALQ
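20 mM phosphate pH 7.0 + 0.01% (detergent screen) or 0.0001% Triton X-100; 5.3 nM AmpC reagent; cpd preinc 15 min RT; nitrocefin (800 uM stock) to start; A480 q20 s × 4 min; Activity was normalised to no-enzyme and no-compound control wells.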
An asterisk follows results filed as active; ? = inconclusive; / = not tested or not shown; & = joins results of further samples; [ ] = dose if it differs, or a comment. Unless noted, the call rests on the fitted dose curve; in most records, active means well fitted curve in the direction sought with a large enough effect; inconclusive means small, poorly fitted or top-dose-only effect, or another doubt; inactive means no such curve, though single readings can be large; an effect the other way counts as inactive or inconclusive. Compounds as they come. Share with any hit: about 22%.

no.	mol	Cycloheximide cs	TbPYK inhibitor	Shiga toxin inh	LmPK inh	Pf growth 48h	Pf growth 96h	AmpC no deterg
1	Cc1ccc(NC(=O)C2CCCN(S(=O)(=O)c3c(C)noc3/C=C/N(C)C)C2)c(C)c1 (stereo not drawn)	-4	-9%	-1	9%	?	9.3µM*	13%
2	N/C(=N\OC(=O)C1CCCCC1)c1cccc([N+](=O)[O-])c1	66*	2%	106*	0%	51%[activator]	50%[activator]	-15%
3	CCOC(=O)CNC(=S)N(Cc1ccccc1)Cc1ccccc1F	-5	5%	20	-3%	-15%	?	-13%
4	COC(=O)CSc1nnc(CNC(=O)Cc2ccccc2)n1-c1ccccc1OC	1	-6%	-7	1%	9%	62%[activator]	5%
5	CCOc1ccccc1C1CC(=O)NC2=C1C(=O)CCC2 (stereo not drawn)	7	-6%	-3	2%	-9%	13%	-5%
6	CC(C)C(=O)c1cn(CC(=O)O)c2ccccc12	6	0%	17	2%	33%	8%	-16%
7	CC(C)Cc1ccc(C(=O)Nc2ccc(Cc3ccncc3)cc2)o1	2	2%	8	4%	-21%	-24%	-1%
8	Cn1c(N)c(C(=O)COC(=O)c2ccccn2)c(=O)n(C)c1=O	-2	1%	-20	-1%	27%	-2%	-18%
9	O=C(CN1CCN(Cc2cccc(Cl)c2)C1=O)NCc1cccs1	0	-4%	33	0%	-5%	-24%	-13%
10	CC1(C)CC(=O)c2sc(NC(=O)C3CC3)nc2C1	7	-2%	1	4%	/	-8%	-22%
11	O=C(OCC(=O)N1CCCCC1)c1ccc2c(c1)C(=O)N(Cc1ccco1)C2=O	/	-2%	/	/	-3%	23%	-10%
12	S=c1[nH]nc(-c2cccnc2)n1/N=C/c1ccccc1	-2	?	11	10%	4%	-2%	-17%
13	CC(=O)c1cccc(NC(=O)C2=CC(c3cccs3)=NS(=O)(=O)N2C)c1	-2	-1%	-1	7%	1%	18%	-59%
14	CC(C)Oc1ccc(C2CC(=O)N(c3cccc(Br)c3)C2=O)cc1 (stereo not drawn)	3	5%	18	1%	5%	22%	-39%
15	Cc1cccc(OCCOCCN2CCOCC2)c1C	-5	-1%	19	0%	13%	-9%	-6%
16	O=C(CSc1nnc(-c2ccc(Cl)cc2)n1-c1ccc(Cl)cc1)N/N=C/c1ccccc1C(=O)O	-2	-11%	-6	9%	-1%	12%	-22%
17	O=C1CC(c2ccc(Cl)c(Cl)c2)CC(O)=C1C=NCCN1CCNCC1 (stereo not drawn)	-2	/	21	-2%	-11%	4%	35%
18	Cc1nn(CCc2n[nH]c(=S)n2-c2ccc(F)c(Cl)c2)c(C)c1[N+](=O)[O-]	-3	6.3µM*	-10	?	32%	10%	-4%
19	COC(=O)c1ccc(C)c(NC(=O)CCCN2C(=O)NC(C)(C)C2=O)c1	/	-1%	/	/	-1%	4%	-9%
20	O=C(N/N=C\c1cccc(F)c1)c1ccc(Cn2cc(Br)c([N+](=O)[O-])n2)o1	3	-5%	16	2%	?	?	?
21	C=CCC1(C(=O)NCCO)CCN(C(=O)OC(C)(C)C)CC1	-2	1%	-6	-1%	30%[activator]	13%	4%
22	O=C(O)c1cc(-c2ccccc2)n(-c2ccc(Cl)cc2Cl)n1	-4	-1%	-3	3%	/	21%	-14%
23	COc1cc(C)c(C(=O)Oc2cc(C)c(C(=O)O)c(O)c2)c(O)c1	-2	-1%	25	9%	-6%	-14%	-21%
24	Cc1ccc(OC2=NS(=O)(=O)c3ccccc32)cc1	-3	/	21	4%	-10%	/	-17%
25	Cc1c(OCC(=O)NCc2ccncc2)ccc2c3c(c(=O)oc12)CCC3	-5	1%	5	3%	?	13µM*	-25%
26	CCOC(=O)N1CCC(NC(=O)CC2C(=O)NCCN2Cc2ccc(C)cc2)CC1 (stereo not drawn)	2	-4%	-28	-15%	0%	22%	113%[activator]
27	CCOC(=O)CSc1ccc2nnc(-c3ccncc3)n2n1	0	-1%	-1	-5%	0%	2%	-7%
28	Cc1ccccc1NC(=O)CSc1nnc(-c2ccccn2)o1	-5	2%	-4	-6%	154%[activator]	20%	-16%
29	Clc1ccc(-c2csc3ncnc(Cl)c23)cc1	-5	-12%	-7	0%	?	?	-22%
30	CC(=O)N1CCN(c2nc3cc4c(cc3nc2NS(=O)(=O)c2ccccc2)OCCO4)CC1	-3	-3%	-19	4%	?	138%[activator]	-3%
31	Cc1ccccc1NC(=O)C1CC(=O)n2ncnc2N1 (stereo not drawn)	-4	-1%	-3	-1%	145%[activator]	71%[activator]	-15%
32	FC(F)(F)c1nnc2ccc(N3CCCC3)nn12	-3	-2%	8	-9%	/	30%	2%
33	Cc1cc(Cl)ccc1N=Cc1c(O)n(C)c(=O)n(C)c1=O	-3	/	-5	-4%	9%	3%	-9%
34	Cc1ccc(O)c(C2=NOC(O)(C(F)(F)F)C2)c1 (stereo not drawn)	-2	-2%	-6	2%	-1%	36%[activator]	-29%
35	O=C(CCNC(=O)c1ccc(Br)cc1)Nc1cccc(S(=O)(=O)N2CCCCC2)c1	/	6%	/	/	18%	6%	-22%
36	CCn1cc(C(=O)NCCN(CC(C)C)CC(C)C)c(=O)c2cc(S(=O)(=O)N3CCOCC3)ccc21	-7	-1%	-8	4%	?	0%	170%[activator]
37	O=C(CSc1ncn[nH]1)NN(c1ccccc1)c1ccccc1	-5	2%	0	4%	13%	-1%	-41%
38	Cc1cc(C(=O)Nc2ccc3[nH]ccc3c2)no1	46*	-1%	74*	0%	287%[activator]	158%[activator]	-21%
39	COc1cc(CO)cc(Br)c1OCc1cccnc1	-9	2%	-17	-4%	-9%	1%	-14%
40	Cc1ccc(CC(=O)Nc2nccs2)cc1C	14	2%	13	-3%	1%	?	-30%
41	COc1ccc(-c2csc3ncn(-c4ccccc4OC)c(=O)c23)cc1OC	5	4%	-8	0%	?	?	158%[activator]
42	O=C(NN(c1ccccc1)c1ccccc1)c1ccccc1F	1	1%	-4	-2%	?	?	-24%
43	COCCNC(=S)N/N=C1\CC(C)CC(C)(C)C1 (stereo not drawn)	-2	-4%	-12	1%	?	4.7µM*	-1%[11.4 µM]
44	Clc1ccc(-c2noc(/C=C/c3ccccc3)n2)cc1	9	0%	-3	-2%	63%[activator]	62%[activator]	-30%
45	Cn1nc(C(=O)NCc2ccco2)c2ccccc2c1=O	5	6%	2	1%	-3%	-1%	-15%
46	CCC(C)N(CCNC(=O)CC1Oc2ccccc2NC1=O)C1CCCCC1 (stereo not drawn)	-7	4%	-9	12%	/	?	-11%
47	Cc1nonc1NC(=O)CSc1nc2ccccc2o1	-2	4%	1	1%	13µM*	36%[activator]	-16%
48	Cc1ccc(F)cc1NC(=O)c1cccc2nccnc12	6	3%	-4	3%	18%	77%[activator]	-10%
49	CCc1ccccc1NC(=O)CC(=O)Nc1ccccc1CC	-1	-23%	-5	2%	?	0%	-14%
50	O=C(NCc1ccco1)C1CCCN(c2ncnc3c2nc2n3CCCCC2)C1 (stereo not drawn)	1	0%	-4	0%	?	-22%	22%
51	Cc1ccc2c(c1)c(CC(=O)Nc1ccc(C)c(F)c1)c(C(=O)O)n2C	-3	2%&-5%	-7	10%	/	48%	-12%
52	COc1cccc(C(=O)Cn2c(Br)nc3c2c(=O)n(C)c(=O)n3C)c1	-3	-8%	-9	9%	/	/	52%
53	CCC(=O)c1ccc2c(c1)N(CCCN1CCN(CCO)CC1)c1ccccc1S2	/	2%	/	/	2.7µM*	4.8µM*	/
54	CCC1CCCCN1C(=O)CCCc1ccccc1 (stereo not drawn)	35*	-3%	70*	-1%	65%[activator]	-3%	6%
55	CCC1CN(C(=O)NCc2ccccc2)c2cc(C)ccc2O1 (stereo not drawn)	1	3%&-5%	3	-4%	-12%	0%	-20%
56	O=C(c1ccco1)N1CCc2ccccc21	35*	-3%	66*	-17%	180%[activator]	0%	-10%
57	C=CCSC1=NC(=O)/C(=C/c2cccs2)S1	3	41%[activator]	22	-13%	25%	13%	-18%
58	CCCC(C)NNC(=O)c1cc2ccccc2[nH]1 (stereo not drawn)	-2	-5%	20	1%	59%[activator]	25%	-7%
59	CS(=O)(=O)c1cccc(S(=O)(=O)N2CCCCCC2)c1	-3	-7%	5	5%	-23%	-1%	1%
60	O=C(NN1C(=O)C2C3c4ccccc4C(c4ccccc43)C2C1=O)c1ccc(Cl)cc1 (stereo not drawn)	-1	-37%	-5	3%	?	36%[activator]	-17%

Three entries already listed, ordered by SMILES length, low to high.
no.	mol	Cycloheximide cs	TbPYK inhibitor	Shiga toxin inh	LmPK inh	Pf growth 48h	Pf growth 96h	AmpC no deterg
48	Cc1ccc(F)cc1NC(=O)c1cccc2nccnc12	6	3%	-4	3%	18%	77%[activator]	-10%
44	Clc1ccc(-c2noc(/C=C/c3ccccc3)n2)cc1	9	0%	-3	-2%	63%[activator]	62%[activator]	-30%
50	O=C(NCc1ccco1)C1CCCN(c2ncnc3c2nc2n3CCCCC2)C1 (stereo not drawn)	1	0%	-4	0%	?	-22%	22%

The list continues:
no.	mol	Cycloheximide cs	TbPYK inhibitor	Shiga toxin inh	LmPK inh	Pf growth 48h	Pf growth 96h	AmpC no deterg
61	CC(=O)Cn1cnc2c(cnn2-c2ccc(C)c(C)c2)c1=O	54*	2%	91*	0%	-17%[0.00184 µM]	-15%	2%
62	COC(=O)C1=C(c2ccc(F)cc2OCc2ccccc2)C[C@@H]2CC[C@H]1N2C(=O)N1CCC(C)CC1	/	0%	/	/	7.4µM*	?	75%[activator]
63	Cc1cc(C)nc(NC(=O)c2cnc3sccn3c2=O)n1	6	-8%	9	-1%	25%	40%[activator]	40µM*
64	C[C@H](NC(=O)c1[nH]cnc1C(=O)Nc1nccs1)c1ccccc1	/	-4%	/	/	?	?	-22%
65	COc1ccccc1OCCC(=O)O	8	1%	4	6%	?	24%	-18%
66	O=C(Nc1c2c(nc3ccccc13)CCCC2)c1ccccc1F	-1	-16%	-5	-1%	19%	?	-21%
67	CCc1ccc(NC(=O)CCNS(=O)(=O)c2cccs2)cc1	22*	-3%	53*	3%	28%	?	-25%
68	CCOC(=O)/C(C#N)=C/c1ccc(OCC(=O)Nc2ccc(C)c(C)c2)c(OC)c1	-1	-1%	17	-4%	-4%	-1%	-15%
69	CCOC(=O)C1CCCN(S(=O)(=O)c2ccc(NC(C)=O)cc2)C1 (stereo not drawn)	-3	1%	-3	-1%	11%	19%	-28%
70	O=C(COC(=O)CC1Sc2ccccc2NC1=O)NCc1ccccc1 (stereo not drawn)	/	-8%	/	/	13µM*	?	-11%
71	O=C(CC1SC(=O)N(Cc2ccccc2)C1=O)Nc1nccs1 (stereo not drawn)	-6	2%	-6	3%	2%	?	-26%
72	CCOC(=O)CN1C(=O)C(O)(CC(=O)c2ccc3c(c2)CCCC3)c2ccccc21 (stereo not drawn)	-2	-27%	11	6%	-15%	11%	30%
73	O=C(Nc1nc2c(Cl)cccc2s1)c1ccc([N+](=O)[O-])o1	2	-1%	/	-3%	-25%	39%[activator]	-28%
